LGR2 inh = blocks bursicon-induced cAMP signaling via Drosophila LGR2; HEK293 LGR2, CRE-luciferase, bursicon-stimulated, 4 h; inhibition, % at 9.99 µM; hit rate 0.35% among 380,000; AID 720647;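 active = drop in luminescence signal, shown as inhibition above about 50% in the replicate tests, limit read from the data, passing the limit was not always enough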;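 also: agonist challenge used bursicon conditioned medium at about half maximal strength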
PGC1a acetyl inh = lowers PGC1a acetylation signal in U2OS cells; AID 651687; inhibition, % at 15.6 µM; hit rate 0.17% among 350,000; AlphaScreen anti-acetyl-lysine; with virally co-expressed GCN5 acetyltransferase;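 active = every replicate shows inhibition of at least 40%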;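 also: 0% = neutral control wells and 100% = positive control wells; some results beyond the cut were filed as inactive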
ARNT-TACC3 inh = ARNT/TACC3 interaction disruption | AlphaScreen His-ARNT PAS-B/GST-TACC3 binding, luminescence; TACC3 fragment carries E629A point mutation | inhibition, % at 9.99 µM | hit rate 0.66% among 390,000;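 active = mean inhibition of replicates at least 50% and at least half of replicates each reaching 50%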;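 also: 0% = complete ARNT plus TACC3 wells and 100% = ARNT alone without TACC3; many hits fall short of the cut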
INS-1E GSIS act = GLuc luminescence reporter in INS-1E cells, primary screen for activators of glucose-dependent secretion of insulin; INS-1E GLuc reporter insulin secretion, 2-3 h; activation, % at 16.6 µM; hit rate 0.61% among 370,000;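 active = lowest replicate activation of at least 40%, so every replicate reaches that level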;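 also: 0% = median of neutral control wells and 100% = median of IBMX positive control wells; some compounds called inactive have numbers as strong as hits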
The depositor's hits bear a star; . = no result given. Only part of the results is shown; count on the stated rates, not on these rows.

Abbreviations: A = LGR2 inh; B = PGC1a acetyl inh; C = ARNT-TACC3 inh; D = INS-1E GSIS act
1) COCCNC(=O)CSc1nc2nc(C)cc(C)n2n1
  A = 11.9	B = .	C = -15.4	D = -2.4
2) CCC(c1nnnn1CS(=O)(=O)c1ccc(C)cc1)N1CCN(c2nc3ccccc3s2)CC1 (configuration not stated)
  A = 7.7	B = .	C = 6.4	D = 11.6
3) O=C(Cn1nc(C(F)F)cc1C(F)F)N/N=C/c1ccc2c(c1)OCO2
  A = -9.2	B = .	C = -1.9	D = -6.2
4) O=C(c1cnccn1)N(Cc1cccs1)C1(C(=O)NC2CCCCC2)CCCCC1
  A = 16.6	B = .	C = 2.0	D = -4.7
5) Cc1cc(NC(=O)c2ccccc2-c2ccccc2)ccc1Br
  A = -4.3	B = .	C = -0.8	D = -2.7
6) CCOC(=O)C1CCN(S(=O)(=O)c2ccc(CC)cc2)CC1
  A = 12.2	B = .	C = -8.7	D = 4.2
7) O=C(NC(=S)N1CCOCC1)C12CC3CCC(CC(C3)C1)C2
  A = 5.0	B = .	C = -16.6	D = 7.5
8) Cc1ccc(NS(=O)(=O)c2ccc(C)c(NC(=O)COc3ccccc3)c2)c(C)c1
  A = 33.2	B = .	C = 5.5	D = -31.0
9) Cc1ccc(C(O)(C(=O)NNS(=O)(=O)c2ccc(C)cc2)c2ccc(C)cc2)cc1
  A = 0.6	B = .	C = -6.2	D = -22.2
10) CC(C)CN(C(=O)C1CCCC1)C1CCS(=O)(=O)C1 (configuration not stated)
  A = -14.5	B = .	C = 2.8	D = 20.9
11) COC(=O)C1=C(C(=O)OC)C2(OC1c1cccc(F)c1)C(=O)c1ccccc1C2=O (configuration not stated)
  A = 24.7	B = .	C = 21.0	D = -15.1
12) C=CCc1cc(Cl)ccc1OCCCNC(C)C
  A = -12.1	B = .	C = -8.2	D = 4.0
13) CN(C)S(=O)(=O)c1cc(NC(=O)CN2C(=O)NC3(CCCc4ccccc43)C2=O)ccc1Cl (configuration not stated)
  A = -16.6	B = .	C = -8.4	D = -11.9
14) O=C(Cc1ccccc1)NCc1ccc(F)cc1
  A = 6.0	B = .	C = -27.0	D = -8.7
15) CCOC(=O)c1c(-c2ccccc2)csc1/N=C/C1C(=O)CCCC1=O
  A = -3.4	B = .	C = -1.1	D = 8.9
16) CC(Sc1nnc(Cc2ccc([N+](=O)[O-])cc2)o1)C(N)=O (configuration not stated)
  A = -1.9	B = .	C = 29.5	D = 1.3
17) Cc1ccc(C(=O)C(OC(=O)CN2C(=O)c3ccccc3C2=O)c2ccccc2)cc1C (configuration not stated)
  A = -2.8	B = .	C = -0.4	D = 18.8
18) Oc1ccc(-c2cn3cc(C(F)(F)F)ccc3n2)cc1
  A = 42.7	B = .	C = -18.6	D = 5.1
19) CCOC(=O)C(NC(=O)CC)(Nc1sc(C)c(CC)c1C#N)C(F)(F)F (configuration not stated)
  A = -0.5	B = .	C = 2.0	D = 4.6
20) COc1ccc(C(=O)Nc2nc(CC(=O)NCCc3cccc(OC)c3)cs2)cc1
  A = -5.9	B = .	C = -5.8	D = -11.3

Reformatted with values ahead of the structure: entries from further up
| entry | LGR2 inh | PGC1a acetyl inh | ARNT-TACC3 inh | INS-1E GSIS act | SMILES |
| --- | --- | --- | --- | --- | --- |
| 18 | 42.7 | . | -18.6 | 5.1 | Oc1ccc(-c2cn3cc(C(F)(F)F)ccc3n2)cc1 |
| 17 | -2.8 | . | -0.4 | 18.8 | Cc1ccc(C(=O)C(OC(=O)CN2C(=O)c3ccccc3C2=O)c2ccccc2)cc1C (configuration not stated) |
| 12 | -12.1 | . | -8.2 | 4.0 | C=CCc1cc(Cl)ccc1OCCCNC(C)C |
| 13 | -16.6 | . | -8.4 | -11.9 | CN(C)S(=O)(=O)c1cc(NC(=O)CN2C(=O)NC3(CCCc4ccccc43)C2=O)ccc1Cl (configuration not stated) |
| 16 | -1.9 | . | 29.5 | 1.3 | CC(Sc1nnc(Cc2ccc([N+](=O)[O-])cc2)o1)C(N)=O (configuration not stated) |

Other structures.
Abbreviations: A = LGR2 inh; B = PGC1a acetyl inh; C = ARNT-TACC3 inh; D = INS-1E GSIS act
21) CC/C(=N/NC(=O)c1ccc(Br)o1)c1ccc(Cl)cc1
  A = 8.2	B = .	C = -9.5	D = 16.7
22) Cc1ccc(CC2(OCCN(C)C)CCC(C(C)(C)C)CC2)cc1 (configuration not stated)
  A = -6.0	B = .	C = 18.5	D = 750.2*
23) COc1ccc(-n2c(O)c(/C=N/NS(=O)(=O)c3ccc(C)cc3)c3ccccc3c2=O)cc1OC
  A = -1.2	B = .	C = 2.1	D = -14.9
24) CCOC(=O)Cn1c(=O)oc2cc(S(=O)(=O)Nc3cc(OCC)ccc3OCC)ccc21
  A = 11.9	B = .	C = -9.8	D = -13.5
25) COc1ccc(S(=O)(=O)N2CCCCCC2)cc1C(=O)N(CC(C)C)C1CCS(=O)(=O)C1 (configuration not stated)
  A = 21.4	B = .	C = -3.2	D = 3.5
26) O=C(NCc1ccco1)c1cc(-c2cccc(Cl)c2)on1
  A = -35.5	B = .	C = -13.7	D = -4.3
27) CSc1ccccc1C(=O)NC1CCCCC1
  A = -4.0	B = .	C = 0.3	D = 6.9
28) C/C(=N\Nc1ccc(C(F)(F)F)cc1[N+](=O)[O-])C1CC1
  A = -3.3	B = .	C = -10.5	D = 3.7
29) O=c1c2ccccc2nnn1CSc1ccccc1
  A = -28.7	B = .	C = -0.1	D = -13.1
30) O=C(Nc1cccc2cccnc12)c1ccc(Br)o1
  A = -20.6	B = .	C = 1.4	D = -3.1
31) COc1cccc(NS(=O)(=O)c2ccc3c(c2)CCCN3C(C)=O)c1
  A = -5.9	B = .	C = 8.4	D = -4.7
32) Nc1ccc2c(c1)C(O)c1cccc(C(=O)O)c1-2 (configuration not stated)
  A = 2.3	B = .	C = -0.8	D = -4.4
33) COc1ccc(/C=C/C(=O)c2ccccc2)cc1COc1ccccc1F
  A = 2.1	B = .	C = -1.5	D = -17.2
34) CCOC(=O)C(NC(=O)NCc1ccccc1)(OCC)C(F)(F)F (configuration not stated)
  A = -10.0	B = .	C = -9.6	D = 27.5
35) COCCn1c(=S)[nH]c2cc(C(=O)N3CCC(C(N)=O)(N4CCCCC4)CC3)ccc2c1=O
  A = 5.3	B = .	C = 3.4	D = 2.6
36) CCOc1cc(S(=O)(=O)NCc2ccco2)c(OCC)cc1-n1cnnn1
  A = 8.9	B = .	C = -6.7	D = 10.7
37) CCOC(=O)c1ccc(NC(=O)CN(C)S(=O)(=O)c2ccc(Br)s2)cc1
  A = 1.4	B = .	C = -5.6	D = -8.4
38) CCOC(=O)c1c(C)c(C(=O)Nc2ccc3c(c2)OCCO3)c(C)n1C
  A = -9.9	B = .	C = 1.3	D = 1.7
39) Cc1ccc(NC(=O)CN2C(=O)NC3(CCCCC3)C2=O)cc1S(=O)(=O)N1CCOCC1
  A = -2.1	B = .	C = -0.3	D = -12.6
40) Oc1c(C(Nc2ccccn2)c2cccnc2)cc(Cl)c2cccnc12 (configuration not stated)
  A = 21.0	B = .	C = 57.0*	D = 26.0
41) O=C1CC(c2cccc(F)c2)SC(N(c2ccccc2)c2ccccc2)=N1 (configuration not stated)
  A = 5.1	B = .	C = -10.3	D = -6.0
42) N#Cc1ccccc1S(=O)(=O)N1CCN(CC(=O)Nc2ccnn2C2CCCC2)CC1
  A = 10.5	B = .	C = -1.7	D = 8.2
43) COc1ccc(C(C)=O)cc1CSc1nnc(-c2ccccc2O)n1-c1ccccc1
  A = 5.8	B = .	C = -3.4	D = -8.7
44) Nc1nnc(-c2ccccc2)s1
  A = 3.5	B = .	C = 0.8	D = -1.8
45) CCn1cc(CNC(=O)c2cc([N+](=O)[O-])c(C)c([N+](=O)[O-])c2)cn1
  A = 3.7	B = .	C = 18.8	D = -8.4
46) CC(=O)c1c(C)[nH]c(C(=O)OCC(=O)C(C)(C)C)c1C
  A = 4.3	B = .	C = -3.3	D = -5.0
47) Oc1cccc(/C=N/c2c(-c3ccco3)nc3ccccn23)c1
  A = -6.7	B = .	C = 12.7	D = 39.1
48) CC(=O)c1sc(NC(=O)CS(=O)(=O)c2ccccc2)nc1C
  A = 3.6	B = .	C = -2.4	D = 14.0
49) NC(=O)C1(Nc2ccc(-c3ccccc3)cc2)CCCC1
  A = -6.2	B = .	C = -1.7	D = -27.4
50) Cc1ccc(-c2ccc(=O)n(CC(=O)Nc3cccc(C(=O)N4CCN(C)CC4)c3)n2)cc1
  A = 12.3	B = .	C = 8.6	D = -3.2
51) Nc1ccccc1-c1nnc(SCc2ccccc2Cl)[nH]c1=O
  A = -9.4	B = .	C = -5.9	D = -15.6
52) Cc1c(Br)c([N+](=O)[O-])nn1C(C)C(=O)Nc1nccs1 (configuration not stated)
  A = 6.9	B = .	C = 15.8	D = 17.5
53) Cc1ccc2c(c1)[C@@H](O)C[C@@H](C)N2N=O
  A = -3.8	B = .	C = -4.3	D = 10.9
54) O=C(Nc1ccccc1)C(Cc1ccccc1)NC(=O)C12CC3CC(CC(C3)C1)C2 (configuration not stated)
  A = -5.2	B = .	C = 2.8	D = 3.1
55) CC=Cc1cc2c(c(=O)o1)C(=O)C(O)C(C)O2 (configuration not stated)
  A = 7.2	B = .	C = 12.2	D = -23.0
56) CC(=O)N=c1sccn1CC(=O)c1ccc([N+](=O)[O-])cc1
  A = 2.1	B = .	C = -1.5	D = 12.4
57) CCN(Cc1ccccc1)C(=O)c1c[nH]c2ccc(S(=O)(=O)N(C)CCC#N)cc2c1=O
  A = -6.6	B = .	C = -3.8	D = -0.8
58) O=C(CSc1nc2ccccc2s1)NCCCN1CCOCC1
  A = -4.5	B = .	C = 32.6	D = 4.1
59) Cc1ccc(NC(=O)CN(C)S(=O)(=O)c2ccc(Br)s2)cc1F
  A = -6.3	B = .	C = -1.6	D = -15.2
60) Cn1nnnc1SCCNCc1ccc(Cl)cc1
  A = 16.6	B = .	C = -1.7	D = 17.8

Reprinted at random: three records from the list
Abbreviations: A = LGR2 inh; B = PGC1a acetyl inh; C = ARNT-TACC3 inh; D = INS-1E GSIS act
59) Cc1ccc(NC(=O)CN(C)S(=O)(=O)c2ccc(Br)s2)cc1F
  A = -6.3	B = .	C = -1.6	D = -15.2
52) Cc1c(Br)c([N+](=O)[O-])nn1C(C)C(=O)Nc1nccs1 (configuration not stated)
  A = 6.9	B = .	C = 15.8	D = 17.5
58) O=C(CSc1nc2ccccc2s1)NCCCN1CCOCC1
  A = -4.5	B = .	C = 32.6	D = 4.1

Next part
Abbreviations: A = LGR2 inh; B = PGC1a acetyl inh; C = ARNT-TACC3 inh; D = INS-1E GSIS act
61) Cc1c(C#N)c2ccccc2n1CC(=O)NC(C)c1ccccc1 (configuration not stated)
  A = -4.7	B = .	C = -1.3	D = -4.9
62) CCOC(=O)c1cc(CC)sc1/N=C/C1C(=O)CC(C)(C)CC1=O
  A = 6.8	B = .	C = -4.0	D = 10.0
63) NC(=O)C1CCN(C(=O)COc2cccc3ccccc23)CC1
  A = -3.3	B = .	C = 2.3	D = 3.5
64) c1ccc(CCc2nn3c(Cn4cnc5ccccc54)nnc3s2)cc1
  A = 12.4	B = .	C = -2.0	D = -16.1
65) N#Cc1cccc(C(=O)OCc2cccc(S(=O)(=O)N3CCOCC3)c2)c1
  A = 3.4	B = .	C = -3.8	D = 20.7
66) CCOC(=O)C(C)n1cnc2c(nnn2Cc2ccc(C)cc2)c1=O (configuration not stated)
  A = -3.3	B = .	C = -1.0	D = 35.1
67) O=C(Nc1ccn(Cc2ccc(Cl)cc2)n1)c1ccc2c(c1)OCO2
  A = 3.4	B = .	C = -13.6	D = -7.7
68) Cc1nn(C(C)C(=O)N2CCOCC2)c(C)c1[N+](=O)[O-] (configuration not stated)
  A = 18.0	B = .	C = -19.1	D = 10.9
69) Cc1cc(C(=O)NCc2cccs2)c(C)o1
  A = 3.0	B = .	C = -1.6	D = 1.9
70) COC(=O)c1ccc(-n2nnnc2SCC(=O)Nc2cc(OC)ccc2OC)cc1
  A = 12.2	B = .	C = -4.2	D = 7.5

ARNT-TACC3 inh: hit marks shown above
Abbreviations: A = LGR2 inh; B = PGC1a acetyl inh; C = ARNT-TACC3 inh; D = INS-1E GSIS act
40) Oc1c(C(Nc2ccccn2)c2cccnc2)cc(Cl)c2cccnc12 (configuration not stated)
  A = 21.0	B = .	C = 57.0*	D = 26.0

(next part)
Abbreviations: A = LGR2 inh; B = PGC1a acetyl inh; C = ARNT-TACC3 inh; D = INS-1E GSIS act
71) CCCc1nn(C)c(C(=O)Nc2ccccc2)c1Cl
  A = 30.6	B = .	C = -8.3	D = -8.9
72) Cc1ccc(C(=O)NC(=S)Nc2c(C)ccc3nsnc23)cc1
  A = 7.3	B = .	C = 11.0	D = 5.0
73) Cc1cccc(C)c1Nc1nnc(SCc2nc3ccccc3s2)s1
  A = -20.8	B = .	C = -18.5	D = -1.0
74) Cc1ccc(S(=O)(=O)NCc2nc3ccccc3c(=O)n2N)cc1
  A = -27.0	B = .	C = -4.5	D = -8.1
75) C/C=C/c1ccc([C@H]2[C@@H](CO)N(CCC(F)(F)F)C23CN(C(=O)CC)C3)cc1
  A = 19.8	B = -4.7	C = .	D = -5.0
76) COCC(=O)N1CC2(C1)CN(S(C)(=O)=O)[C@@H](CO)c1[nH]c3cc(OC)ccc3c12
  A = -7.8	B = -3.2	C = .	D = 22.2
77) COc1cccc(C#Cc2ccc([C@@H]3[C@H](CO)N4C(=O)CN(C(C)=O)C[C@@H]34)cc2)c1
  A = 15.1	B = -4.1	C = .	D = -5.4

Bioassay records as filed in PubChem.
